# DSG3 Ab inh: human desmoglein-3 autoantibody binding inhibition | P32926 | DSG3-coupled beads, scFv-anti-DSG3-GFP binding, flow cytometry; active compounds read low | binding (percent of control), % at 10 µM | 310,000 tested, 0.48% active;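 active means binding more than 3 SD below its plate's average and above zero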;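 further: hits lower antibody fragment binding to DSG3; some compounds called inactive have numbers as strong as hits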
# NSD2 HMT inh: blocks human histone methyltransferase NSD2; O96028; inhibition, % at 12.5 µM; 310,000 tested, 0.54% active; NSD2 peptide methylation, AlphaScreen, 120 min; in the data active means inhibition above about 50%
# Target sequence (O96028 whole entry, looked up): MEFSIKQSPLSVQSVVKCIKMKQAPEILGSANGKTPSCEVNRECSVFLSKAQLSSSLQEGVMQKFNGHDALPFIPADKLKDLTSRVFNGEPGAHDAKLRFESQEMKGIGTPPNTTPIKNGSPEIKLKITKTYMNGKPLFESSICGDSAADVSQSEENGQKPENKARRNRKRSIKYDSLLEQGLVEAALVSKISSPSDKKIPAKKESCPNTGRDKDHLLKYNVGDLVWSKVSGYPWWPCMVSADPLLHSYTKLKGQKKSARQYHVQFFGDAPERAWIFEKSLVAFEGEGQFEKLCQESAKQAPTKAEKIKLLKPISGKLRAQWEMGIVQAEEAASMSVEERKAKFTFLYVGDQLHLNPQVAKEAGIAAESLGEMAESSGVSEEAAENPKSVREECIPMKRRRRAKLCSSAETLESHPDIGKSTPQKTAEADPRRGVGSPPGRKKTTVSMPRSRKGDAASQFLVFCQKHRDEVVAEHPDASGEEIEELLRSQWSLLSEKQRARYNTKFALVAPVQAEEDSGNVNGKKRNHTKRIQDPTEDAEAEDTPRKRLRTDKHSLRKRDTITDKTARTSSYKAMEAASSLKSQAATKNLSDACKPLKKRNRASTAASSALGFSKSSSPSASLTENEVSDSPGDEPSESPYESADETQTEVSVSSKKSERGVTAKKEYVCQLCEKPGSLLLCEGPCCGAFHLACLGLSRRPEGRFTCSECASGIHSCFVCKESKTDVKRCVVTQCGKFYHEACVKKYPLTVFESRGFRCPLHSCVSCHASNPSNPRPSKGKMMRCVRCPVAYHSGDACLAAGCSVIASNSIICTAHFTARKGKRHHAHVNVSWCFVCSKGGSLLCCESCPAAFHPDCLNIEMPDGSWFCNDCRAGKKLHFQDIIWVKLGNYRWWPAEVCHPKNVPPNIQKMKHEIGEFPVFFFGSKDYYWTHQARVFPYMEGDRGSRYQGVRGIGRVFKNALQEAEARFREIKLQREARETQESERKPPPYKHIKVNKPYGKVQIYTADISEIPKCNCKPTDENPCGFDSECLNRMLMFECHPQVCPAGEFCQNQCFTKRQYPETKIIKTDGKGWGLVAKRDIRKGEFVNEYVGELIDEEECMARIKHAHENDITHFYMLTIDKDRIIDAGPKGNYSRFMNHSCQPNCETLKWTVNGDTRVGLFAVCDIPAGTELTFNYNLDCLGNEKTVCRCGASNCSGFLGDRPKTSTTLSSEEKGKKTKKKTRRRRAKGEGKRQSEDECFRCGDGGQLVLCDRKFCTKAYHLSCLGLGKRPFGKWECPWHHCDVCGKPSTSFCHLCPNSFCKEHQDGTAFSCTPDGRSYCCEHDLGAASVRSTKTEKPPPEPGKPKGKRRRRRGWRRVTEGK
# LANA DNA inh: blocks KSHV LANA C-terminal domain binding to DNA; MBP-C-LANA/FAM-LBS DNA binding, fluorescence polarization; inhibition, % at 9 µM; 340,000 tested, 0.078% active;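 active means highest replicate inhibition at or above 60% at 9 µM, even if other replicates fall short; inactive means all replicates below 60% inhibition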;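 further: 0% = neutral control wells and 100% = 4 µM acridine orange control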
# V-ATPase pH: regulators of yeast V-ATPase proton transport | S. cerevisiae, pHLuorin cytosolic pH fluorescence | response, % at 10 µM | 350,000 tested, 0.37% active | AID 504577; in the data active means response mostly above about 7.3%, no sharp cut-off; inactive means mostly below about 5.4%; further: actives read high; inactives centre near 0; some compounds called inactive have numbers as strong as hits; reference of the scale not given here
# CAL PDZ FP-1: CAL PDZ (human) peptide binding inhibition | Q9HD26 | purified CAL PDZ, TMR-peptide fluorescence polarization, 1 h | inhibition, % at 24.9 µM | 300,000 tested, 0.92% active | AID 602252;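 active means mean inhibition of at least 30% with at least half of replicates also reaching 30%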;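 further: 0% = DMSO neutral control and 100% = excess unlabeled competitor peptide PRC23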
# Keap1 Nrf2 FP: Keap1-Nrf2 (human) interaction inhibition. Keap1 Kelch-Nrf2 peptide fluorescence polarization, 1536-well. inhibition, % at 9.4 µM. 340,000 tested, 0.15% active. AID 504523; in the data active means inhibition above about 12%;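 further: human Keap1 Kelch domain with fluorescein labeled Nrf2 9mer peptide probe; 0% = neutral control wells and 100% = peptide positive control; higher means more block of Keap1 binding to Nrf2 peptide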
# RTF Ca sens inh: cardiac RTF calcium desensitization; AID 493244; inhibition, % at 7.15 µM; P19429+P45379; 340,000 tested, 0.12% active; IANBD-labeled cardiac RTF, Ca2+ fluorescence;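 active means inhibition above the mean inhibition of all tested compounds plus 3 SD, cut at about 17% in these data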;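 further: assay run at fixed EC70 calcium of 1.6 mM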
# DAGLB inhibitor: blocks human DAGLB lipase activity; 340,000 tested, 0.059% active; AID 504411; inhibition, % at 5.17 µM; HEK293T DAGLB membrane lysate, EnzChek fluorogenic substrate; Q8NCG7; in the data active means inhibition above about 34%;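 further: 0% = enzyme with vehicle and 100% = wells lacking enzyme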
# CAL PDZ FP-2: human CAL PDZ-peptide interaction inhibition | AID 504414 | inhibition, % at 20 µM | 330,000 tested, 0.02% active | Q9HD26 | purified CAL PDZ, TMR-peptide fluorescence polarization, 1 h;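 active means highest replicate inhibition of at least 40%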;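 further: plate controls were DMSO neutral control wells for no effect and unlabeled competitor peptide control wells for full effect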
#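 System: tagged CAL PDZ domain. Schedule: 1 h room-temperature incubation prior to read. Signal: fluorescence polarization (mP). Measure: percent inhibition from loss of millipolarization.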
# Arr AP2 block: human beta-arrestin and AP2 interaction inhibition; FITC-arrestin peptide / GST-AP2 beads, flow cytometry; AP2 beta2 appendage carries R879A mutation; inhibition, % at 10 µM; 340,000 tested, 0.31% active; AID 504490;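 active means inhibition above a set limit, near 3 SD of compounds lacking own fluorescence, cut at about 54% in these data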;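 further: plate controls were DMSO wells for no effect and 5 µM unlabelled arrestin peptide for full effect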
#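 System: GST-AP2 R879A glutathione beads; medium: PBS, Tween 20 0.05%, BSA 0.1%; reagent: fluorescein-tagged arrestin peptide at 50 nM final; schedule: pre-incubation 12 min, peptide binding 1 h, room temperature; detection: flow cytometry, FL1 (488/535 nm); read-out: inhibition as reduced fluorescein signal on beads, percent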
# Starred values were filed as active, the others as inactive; . = not tested or not shown. These rows are one share of the data; rates above refer to the full screens.
# Results follow in this order: DAGLB inhibitor, Keap1 Nrf2 FP, NSD2 HMT inh, V-ATPase pH, Arr AP2 block, DSG3 Ab inh, CAL PDZ FP-1, CAL PDZ FP-2, RTF Ca sens inh, LANA DNA inh
- Cc1ccc2nc(NC(=O)COC(=O)c3cccnc3)sc2c1
→ 0, -5, -2, 4, 4, 88, -5, -2.3, -15, -0.4
- O=C(NCCc1cnn(-c2ccccc2)c1)c1cc(COc2c(F)cccc2F)on1
→ -6, -6, 0, -3, 12, 108, 1, -3.0, 7, -0.7
- COc1ccc(-c2cc(C(=O)NCCCN3CCOCC3)c3ccccc3n2)cc1OC
→ 0, -4, -1, 2, -4, 99, -1, -1.6, -5, -1.2
- C=CCSc1nc2nc(C)cc(C)n2n1
→ 0, -2, 0, -9, -2, 99, -2, -0.2, -4, -1.3
- CN(C)C(=S)Nc1cccc(-c2n[nH]c(=S)o2)c1
→ -2, -2, 2, 0, -9, 89, -2, -0.4, 4, -0.6
- O=C(CSc1ccc(Cl)cc1)Nc1ccc(-c2nc3ccccc3[nH]2)cc1
→ 5, 1, 2, 2, 1, 84, -1, 0.0, -2, 1.7
- F[B-](F)(F)c1cncc2ccccc12
→ -12, 4, ., -2, 7, 124, -3, 1.4, 0, 2.2
- O=C(O)C1(Cc2nc3ccccc3[nH]2)CCCC1
→ 0, -3, -1, -1, -1, 119, -2, -0.1, -9, -0.9
- O=C1OC(c2ccccc2)(c2ccc3cc(O)ccc3c2)c2ccccc21 (centres undefined)
→ -4, -2, 11, 1, 2, 91, -1, -1.6, -7, -1.7
- COc1ccc(CN=C2NN=C(c3ccccc3)CS2)cc1
→ -2, -1, 0, -3, -7, 103, -2, -1.4, -12, -0.5
- COc1ccccc1-c1noc(-c2ccco2)n1
→ -8, 5, 1, 7, -5, ., -3, -0.5, -6, 2.1
- O=C(NCCOc1ccccc1F)c1cccc(S(=O)(=O)N2CCN(c3ccccc3)CC2)c1
→ 0, -2, 5, 0, 1, 99, 5, -2.7, 2, 0.9
- O=C(COc1cccc(C(F)(F)F)c1)NCCCN1CCCC1=O
→ -3, 6, 1, -2, 6, ., -14, -1.1, -7, -0.1
- O=S(=O)(CS(=O)(=O)c1ccccc1)c1ccccc1
→ 2, -3, -1, -1, -19, 118, -2, -1.1, 5, -3.4
- COC(=O)c1ccccc1NC(=O)CSc1nc(Nc2ccccc2)nc(N2CCOCC2)n1
→ -7, 1, -1, 0, 44, ., -3, -3.4, -6, 0.1
- O=C(NN=Cc1ccc(O)cc1O)c1ccccc1NS(=O)(=O)c1cccs1
→ 8, 3, 0, 0, 29, ., -2, -0.2, -8, -0.7
- Cc1cc(C)n(CCNC(=O)CC2C(=O)NCCN2CC2CCCCC2)n1 (centres undefined)
→ -1, -3, 0, 3, -2, 107, -3, -3.2, 3, 0.7
- CCN1CCc2c(OCc3ccc(C(=O)OC)o3)cccc2C1=O
→ -1, -3, -1, -2, -5, ., -8, 8.9, -5, -0.4
- O=C(CNC(=S)N(Cc1ccc(F)cc1)C1CCCCC1)NCCN1CCOCC1
→ 1, -4, 4, -3, -4, ., 2, -1.1, -14, 0.6
- COc1cccc(CC(NC(C)=O)C(=O)NC2CCN(S(=O)(=O)c3ccc(F)cc3)CC2)c1OC (centres undefined)
→ -1, -6, -5, -5, -2, 105, -1, -3.7, -10, -0.8
- O=C(CNC(=O)c1ccco1)NCC(=O)OCC(=O)c1ccc(Cl)c([N+](=O)[O-])c1
→ -3, -3, -7, -3, 1, 110, -5, -0.7, -5, -1.4
- Cc1onc(-c2ccccc2)c1C(=O)Nc1ccc(Cl)cn1
→ -4, 5, -1, -3, 16, 103, -2, -0.3, -2, 7.8
- Cn1c(SCc2c(Cl)cccc2Cl)nc(C(F)(F)F)cc1=O
→ -2, -6, 0, -1, -14, 105, ., 1.0, 6, -1.9
- Cc1ccc(NC(=O)CN(C)C(=O)c2cc3c(s2)CCCCC3)cc1
→ -8, 0, 1, 1, 6, 97, ., -0.9, 5, 0.7
- Cc1noc(C)c1COC(=O)CCCNC(=O)c1ccc(Cl)cc1
→ -1, -1, -2, 1, -5, 100, 7, -1.0, 2, 1.6
- O=C(NCCO)C(O)C(O)C(=O)NCCO (centres undefined)
→ 2, -2, -3, -1, -21, 101, 0, 0.3, -8, -0.1
- O=C(NCc1ccccc1CN1CCCCC1)c1ccccc1N1CCCC1=O
→ -3, 0, -1, 1, -20, 108, -5, 0.3, -3, 3.2
- Cc1ccc(NC(=O)c2cc(-c3ccc4c(c3)OCO4)on2)cc1
→ -2, 1, -1, 0, -5, ., ., -0.2, 5, -0.3
- CCOC(=O)C1CCN(C(=O)c2ccc(N(C)S(C)(=O)=O)cc2)CC1
→ 2, -1, 0, -2, -5, 102, -7, -0.6, 5, 1.9
- O=C(COC(=O)c1cccnc1Cl)Nc1ccccc1OC(F)F
→ 1, 4, 0, 0, 8, 100, -4, -0.9, -9, 0.8
- CC(OC(=O)c1cc2ccccc2o1)C(=O)Nc1ccc(N2CCOCC2)cc1 (centres undefined)
→ -1, 0, 0, -3, 28, 89, 1, 0.3, -6, 2.0
- O=c1c2c3c(sc2n(CCN2CCCCC2)c(=O)n1Cc1ccco1)CCCCC3
→ -5, -2, 4, -1, 1, 98, ., -3.5, 5, -0.4
- COc1ccc(-n2c(=S)[nH]c3cc(C(=O)NCc4ccccc4OC)ccc3c2=O)c(OC)c1
→ -1, -3, 0, -2, 1, ., ., -1.7, -21, -0.1
- CC(NC(=O)Nc1ccccc1Cl)c1ccc2c(c1)OCO2 (centres undefined)
→ -1, -1, -4, -5, 2, 100, -3, -0.8, 7, 0.4
- CCCCN1CCS(=O)(=O)N(Cc2ccccc2Br)CC(C(=O)OC)C1 (centres undefined)
→ -6, 3, ., -1, 26, 103, -2, -0.5, -9, -2.7
- Cc1ccc2nc(-c3ccc(O)c(O)c3)cn2c1
→ -1, 0, 55*, -1, 27, 111, -3, 3.9, -1, 0.4
- O=C1c2cccc3c([N+](=O)[O-])ccc(c23)C(=O)N1c1ccc(Cl)cn1
→ -8, -2, 3, -33, 3, 102, ., -1.7, -24, 5.3
- CC(=O)c1cc(C(=O)c2ccccc2)sc1Nc1ccccc1
→ -9, -7, -3, -1, 7, 98, -4, -1.8, -8, -0.7
- COC(=O)c1ccccc1NC(=O)CNC(=O)c1ccc(OC)cc1
→ 0, -4, -1, -3, -1, 96, 9, 0.3, -3, -2.3
- O=C(NN=Cc1ccc(F)cc1)C1CC1
→ 2, -5, -1, -1, 22, 95, -5, 0.9, -7, -0.4
- O=C(NCc1ccc2c(c1)OCO2)c1ccc2c(c1)S(=O)(=O)c1ccccc1C2=O
→ 4, -3, ., -1, 7, 101, 0, -0.1, -3, 1.2
- O=C(NC1CCCCC1)c1cccc(S(=O)(=O)N2CCCCC2)c1
→ -2, -7, -9, 5, -2, 107, 0, 2.5, -6, -0.5
- CCc1ccc(C(=O)CSc2nc3ccccc3c(=O)[nH]2)cc1
→ 0, -1, -4, 0, 11, 99, -2, 0.0, -3, -0.4
- Cc1ccc(C(=O)OCC(=O)N2C(C)CCCC2C)s1 (centres undefined)
→ -3, -4, -2, -3, -6, 102, ., 0.1, -2, -0.8
- COc1ccc2[nH]c3c(=O)n(CCCC(=O)NC4CCCCC4C)c(=S)[nH]c3c2c1 (centres undefined)
→ 2, -1, -2, 2, -10, 97, 0, -2.3, 2, -0.8
- COc1cc(/C=C/C(=O)N2CC(C)OC(C)C2)cc(OC)c1OC (centres undefined)
→ -1, -7, 4, 1, 0, 100, -1, -1.5, -8, -3.8
- CS(=O)(=O)N(CC(=O)Nc1ccccc1C(=O)N1CCOCC1)c1cccc([N+](=O)[O-])c1
→ 0, 2, -1, 3, -8, 114, -2, -0.3, -3, 0.7
- O=[N+]([O-])c1ccc(CN2CCN(Cc3c[nH]c4ccccc34)CC2)cc1
→ 0, 0, 5, -4, 3, 100, 0, -1.8, -5, 0.8
- Cc1ccc2oc(-c3cccc(NC(=O)c4cc(-n5cnnc5)ccc4Cl)c3)nc2c1
→ 2, -1, 0, -1, -7, 99, 8, 0.4, 14, -1.8
- Cc1cc(-c2[nH]nc3c2C(c2ccc(Cl)cc2)C(C#N)=C(N)O3)c(C)s1 (centres undefined)
→ 3, 0, 5, -1, 15, 82, 2, 0.3, -1, -3.7
- COc1cc(NC(=O)CN2c3cccc4cccc(c34)S2(=O)=O)cc(OC)c1OC
→ 1, 1, 2, -4, 17, ., -2, -0.6, 6, -1.5
- COc1ccc(C2c3ccc(O)cc3Oc3ncn4nc(-c5ccncc5)nc4c32)cc1OC (centres undefined)
→ 1, 5, -15, 2, 16, 95, -2, -0.5, -9, -1.2
- O=C(CCl)Nc1cccc(Oc2cnccn2)c1
→ 3, -6, 0, 1, -5, 101, -3, -2.1, -6, 1.2
- CC(=O)Nc1ccc(/C(C)=N/NS(=O)(=O)c2ccc(C)cc2)cc1
→ -2, 0, -5, 1, 2, 104, -4, 0.2, 5, 18
- CCn1c(SCC(=O)NC2CCCCC2)nnc1C(C)NC(=O)c1ccccc1F (centres undefined)
→ 0, 3, -3, -52, -4, 95, -3, -1.9, -2, -1.1

# Part of the list above in order of heavy-atom count, rising:
# Results follow in this order: DAGLB inhibitor, Keap1 Nrf2 FP, NSD2 HMT inh, V-ATPase pH, Arr AP2 block, DSG3 Ab inh, CAL PDZ FP-1, CAL PDZ FP-2, RTF Ca sens inh, LANA DNA inh
- O=C(CCl)Nc1cccc(Oc2cnccn2)c1
→ 3, -6, 0, 1, -5, 101, -3, -2.1, -6, 1.2
- CC(=O)Nc1ccc(/C(C)=N/NS(=O)(=O)c2ccc(C)cc2)cc1
→ -2, 0, -5, 1, 2, 104, -4, 0.2, 5, 18
- Cc1cc(-c2[nH]nc3c2C(c2ccc(Cl)cc2)C(C#N)=C(N)O3)c(C)s1 (centres undefined)
→ 3, 0, 5, -1, 15, 82, 2, 0.3, -1, -3.7
- CCn1c(SCC(=O)NC2CCCCC2)nnc1C(C)NC(=O)c1ccccc1F (centres undefined)
→ 0, 3, -3, -52, -4, 95, -3, -1.9, -2, -1.1
- Cc1ccc2oc(-c3cccc(NC(=O)c4cc(-n5cnnc5)ccc4Cl)c3)nc2c1
→ 2, -1, 0, -1, -7, 99, 8, 0.4, 14, -1.8
- CS(=O)(=O)N(CC(=O)Nc1ccccc1C(=O)N1CCOCC1)c1cccc([N+](=O)[O-])c1
→ 0, 2, -1, 3, -8, 114, -2, -0.3, -3, 0.7
- COc1ccc(C2c3ccc(O)cc3Oc3ncn4nc(-c5ccncc5)nc4c32)cc1OC (centres undefined)
→ 1, 5, -15, 2, 16, 95, -2, -0.5, -9, -1.2
